MOR-DOR ag: OPRM1-OPRD1 heterodimerization agonism | actives 0.3% (n = 340,000) | cells, luminescence | activation, % at 9.3 µM | P35372+P41143; in the data active = activation above about 18%;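 also: 0% = vehicle-treated cells and 100% = reference agonist; values of inactives mirror those of a sister screen read the other way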
HTR5A inv ctr: HTR5A inverse agonism, opioid heterodimer counter-screen. P47898. HTR5A cell line, luminescence. inhibition, % at 9.3 µM. actives 0.083% (n = 340,000). AID 504634; in the data active = inhibition mostly above about 23%, no sharp cut-off; inactive = mostly below about 18%;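 also: 0% = cells with DMSO and 100% = no-cell wells with DMSO; some compounds called inactive have numbers as strong as hits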
Target sequence (P47898 whole entry, looked up): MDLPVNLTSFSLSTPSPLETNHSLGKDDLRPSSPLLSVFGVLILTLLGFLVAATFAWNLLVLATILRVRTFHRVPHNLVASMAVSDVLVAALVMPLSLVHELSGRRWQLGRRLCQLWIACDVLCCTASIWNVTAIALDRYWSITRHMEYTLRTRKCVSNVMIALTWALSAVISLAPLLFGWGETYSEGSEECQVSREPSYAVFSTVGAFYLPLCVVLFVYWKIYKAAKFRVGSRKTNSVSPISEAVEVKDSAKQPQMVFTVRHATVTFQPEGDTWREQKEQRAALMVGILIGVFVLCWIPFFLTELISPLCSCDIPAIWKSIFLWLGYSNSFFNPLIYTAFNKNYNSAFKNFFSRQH
Keap1-Nrf2 PPI: disrupts human Keap1 binding to Nrf2 peptide; AID 504523; Q14145; Keap1 Kelch-Nrf2 peptide fluorescence polarization, 1536-well; inhibition, % at 9.4 µM; actives 0.15% (n = 340,000); in the data active = inhibition above about 12%;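 also: human Keap1 Kelch domain with fluorescein labeled Nrf2 9mer peptide probe; 0% = neutral control wells and 100% = peptide positive control; higher means more block of Keap1 binding to Nrf2 peptide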
Target sequence (Q14145 whole entry, looked up, the tested form may be a part): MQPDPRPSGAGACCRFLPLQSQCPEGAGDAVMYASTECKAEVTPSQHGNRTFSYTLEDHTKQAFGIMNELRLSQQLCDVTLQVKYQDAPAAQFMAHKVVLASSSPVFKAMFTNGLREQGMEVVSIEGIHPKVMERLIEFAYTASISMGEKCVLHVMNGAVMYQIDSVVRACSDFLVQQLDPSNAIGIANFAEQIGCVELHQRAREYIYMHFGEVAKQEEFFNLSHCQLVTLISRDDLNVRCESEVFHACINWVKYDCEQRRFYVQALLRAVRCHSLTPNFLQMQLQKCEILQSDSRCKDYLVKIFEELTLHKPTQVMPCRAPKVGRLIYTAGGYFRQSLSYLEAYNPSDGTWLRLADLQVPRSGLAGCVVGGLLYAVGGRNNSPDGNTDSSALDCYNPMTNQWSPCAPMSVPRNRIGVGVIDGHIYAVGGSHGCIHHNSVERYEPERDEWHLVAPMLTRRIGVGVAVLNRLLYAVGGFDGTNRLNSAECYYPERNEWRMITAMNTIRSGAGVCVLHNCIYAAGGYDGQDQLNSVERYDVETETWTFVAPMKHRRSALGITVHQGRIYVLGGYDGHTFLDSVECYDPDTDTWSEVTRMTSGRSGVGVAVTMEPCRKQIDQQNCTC
V-ATPase pHluor: yeast V-ATPase proton transport regulation by pHLuorin; S. cerevisiae, pHLuorin cytosolic pH fluorescence; response, % at 10 µM; actives 0.37% (n = 350,000); AID 504577; in the data active = response mostly above about 7.3%, no sharp cut-off; inactive = mostly below about 5.4%; also: actives read high; inactives centre near 0; some compounds called inactive have numbers as strong as hits; reference of the scale not given here
CAL-PDZ inh HTS: inhibitors of human CAL PDZ peptide binding; Q9HD26; purified CAL PDZ, TMR-peptide fluorescence polarization, 1 h; inhibition, % at 24.9 µM; actives 0.92% (n = 300,000);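 active = mean inhibition of at least 30% with at least half of replicates also reaching 30%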;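 also: 0% = DMSO neutral control and 100% = excess unlabeled competitor peptide PRC23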
cardiac RTF act: cardiac RTF calcium sensitization; actives 0.24% (n = 340,000); IANBD-labeled TnC RTF fluorescence at EC20 calcium; 0% EC20 calcium, 100% full calcium; activation, % at 7.2 µM; AID 493008;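 active = activation above the mean over all tested compounds plus 3 SD, cut at about 30% in these data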;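 also: rise in fluorescence read as greater calcium sensitivity of cardiac thin filaments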
LANA DNA inh: inhibitors of KSHV LANA C-terminal domain DNA binding; MBP-C-LANA/FAM-LBS DNA binding, fluorescence polarization; inhibition, % at 9 µM; actives 0.078% (n = 340,000); AID 504423;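 active = highest replicate inhibition at or above 60% at 9 µM, even if other replicates fall short; inactive = all replicates below 60% inhibition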;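 also: 0% = neutral control wells and 100% = 4 µM acridine orange control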
RTF Ca sens inh: cardiac RTF calcium desensitization; actives 0.12% (n = 340,000); IANBD-labeled cardiac RTF, Ca2+ fluorescence; inhibition, % at 7.15 µM; P19429+P45379; AID 493244;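 active = inhibition above the mean inhibition of all tested compounds plus 3 SD, cut at about 17% in these data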;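 also: assay run at fixed EC70 calcium of 1.6 mM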
OPRM1-OPRD1 inv: mu-delta opioid heterodimer inverse agonism. cell-based MOR-DOR heterodimer luminescence. inhibition, % at 9.3 µM. P35372+P41143. actives 0.21% (n = 340,000); in the data active = inhibition above about 22%, passing the limit was not always enough;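 also: 0% = cells with DMSO and 100% = wells without cells with DMSO; values of inactives mirror those of a sister screen read the other way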
HTR5A ag ctr: HTR5A agonism, opioid heterodimer counter-screen; HTR5A agonist assay, luminescence, cell-based; activation, % at 9.3 µM; actives 0.61% (n = 340,000); in the data active = activation mostly above about 9.5%, no sharp cut-off; inactive = mostly below about 7.6%;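 also: 0% = cells with vehicle only and 100% = reference agonist; strong numbers were not always called active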
An asterisk follows results filed as active; · = no result given.

SMILES | MOR-DOR ag | HTR5A inv ctr | Keap1-Nrf2 PPI | V-ATPase pHluor | CAL-PDZ inh HTS | cardiac RTF act | LANA DNA inh | RTF Ca sens inh | OPRM1-OPRD1 inv | HTR5A ag ctr
Cc1onc(-c2ccc(Cl)cc2Cl)c1-c1csc(COc2ccccc2)n1 | 0.2 | -15 | 5 | -7 | -1 | 2 | 1.5 | -3 | -1 | 10
Nc1nc2n(n1)C(c1cccs1)CC(c1ccccc1)N2 (stereo not drawn) | -0.3 | 5 | 1 | 4 | 1 | 6 | 0.6 | -8 | 2 | 3
Oc1ccc(/C=C/c2ccnc3ccccc23)cc1 | 1.7 | -20 | -3 | 4 | 2 | -4 | 3.4 | -5 | -9 | 1
C/C(=N/Nc1ccc(C(=O)c2c(C)cc3ccccn23)cc1[N+](=O)[O-])c1ccc(O)cc1 | -3.4 | 11 | -4 | -4 | 0 | -4 | -0.1 | -2 | 17 | -3
CCOC(CCNC(=O)c1cn(C)c(=O)c2c1c1ccccc1n2C)OCC | -3.4 | -13 | -1 | -1 | -63 | 4 | 1.3 | -4 | 15 | 4
CC(C)(C(=O)N[C@H](CO)c1ccccc1)C(=O)N[C@H](CO)c1ccccc1 | -1.2 | 11 | -3 | 2 | -1 | -6 | 2.3 | -7 | 6 | 0
CC(=O)Nc1ccc(NC(=O)COC(=O)C2c3ccccc3Oc3ccccc32)cc1 | -2.2 | 16 | 5 | -4 | 3 | 2 | 0.0 | -13 | 11 | 1
CCN(CC(=O)Nc1c(F)cccc1F)C(=O)c1n[nH]c2ccccc12 | -3.1 | -5 | 0 | -5 | -2 | -8 | -0.5 | 2 | 16 | 0
CCC(Sc1nc2ccncc2[nH]1)C(=O)Nc1cc(Cl)ccc1C (stereo not drawn) | -2.6 | 10 | 1 | 1 | · | -7 | -0.5 | -3 | 13 | -4
COc1ccccc1NC(=S)N1CCN(C(c2ccccc2)c2ccccc2)CC1 | 0.0 | 9 | -3 | 1 | · | 3 | -1.0 | 6 | 0 | 5
COc1ccc(C2(C)NC(=O)N(CC(=O)Nc3ccc4c(c3)CCC4)C2=O)cc1OC (stereo not drawn) | 0.8 | -7 | 4 | 6 | · | 2 | 0.7 | -12 | -4 | 2
CC(=O)NNC(=O)CCn1nnc(-c2ccc(Cl)cc2)n1 | -1.2 | -24 | 2 | -1 | · | -1 | 1.4 | -1 | 7 | 0
Cc1ccc(CCNC(=O)Cn2cccc2)cc1 | 0.2 | 0 | 0 | 10 | 1 | -4 | 0.3 | -12 | -1 | -2
N#CCCN1CCNCC1 | -1.2 | -12 | -5 | -3 | -3 | 1 | 2.7 | 4 | 7 | 2
O=c1c2ccccc2ncn1CCCSc1ccc(Cl)cc1 | -0.8 | -10 | -4 | -2 | -1 | -9 | -2.1 | -6 | 4 | -2
CCc1ccc(-c2ccc3nnc(SC)n3n2)cc1 | 0.6 | 9 | 3 | 2 | · | 3 | 0.1 | -5 | -3 | -1
Nc1nc(=S)c2ncn(C3CCCCC3)c2[nH]1 | -3.2 | 18 | -2 | 5 | 21 | 0 | -1.1 | 1 | 16 | -5
Cn1c(=O)n(CCCOc2ccc(Cl)cc2)c2ccccc21 | -0.2 | 10 | 0 | 0 | · | -4 | -1.3 | 0 | 1 | -1
CCc1ccc(/C=C2\C(=N)N3N=C(CC(=O)N4CCCCC4)SC3=NC2=O)cc1 | -2.0 | -7 | -7 | 0 | -4 | -3 | -0.5 | 1 | 11 | 4
CC(=O)Nc1ccc(-c2nnc(SCC(=O)Nc3ccc4c(c3)oc3ccccc34)n2C)cc1 | 1.5 | 6 | -3 | -7 | -2 | 2 | -0.1 | 7 | -9 | 0
CC1=C(C(=O)Nc2ccccn2)C(c2ccc(Br)cc2)NC(=S)N1 (stereo not drawn) | -1.2 | -7 | -1 | -3 | -2 | 1 | 0.7 | -3 | 6 | 0
Cc1c(C(=O)Nc2ccccn2)oc2ccc(Br)cc12 | -0.3 | -13 | -3 | 0 | 1 | 6 | 0.3 | -40 | 2 | 3
COC(=O)C1CCN(C(c2ccc(OC)c(OC)c2)c2sc3nc(C)nn3c2O)CC1 (stereo not drawn) | -1.6 | 0 | -6 | -2 | · | 5 | -0.2 | 1 | 9 | -2
CCOc1ccc(CN2CCN(Cc3cccc4nonc34)CC2CCO)cc1 (stereo not drawn) | 1.8 | -17 | -4 | -5 | 11 | 2 | 4.6 | -1 | -9 | -1
COc1ccc([C@H]2CC(=O)C=C(c3ccccc3OC)C2)cc1OC | -2.4 | 5 | -4 | -3 | -2 | 6 | -0.5 | 4 | 14 | 1

Further compounds.
SMILES | MOR-DOR ag | HTR5A inv ctr | Keap1-Nrf2 PPI | V-ATPase pHluor | CAL-PDZ inh HTS | cardiac RTF act | LANA DNA inh | RTF Ca sens inh | OPRM1-OPRD1 inv | HTR5A ag ctr
CCC(=O)Nc1nc2ccc(S(C)(=O)=O)cc2s1 | -2.0 | 0 | -4 | -1 | -2 | -6 | 0.1 | 0 | 10 | 3
O=C(CCc1ccccc1)Nc1nncs1 | 0.1 | -11 | -3 | -1 | -4 | -2 | -0.8 | 0 | 0 | 3
CCOC(=O)c1nc(NCc2cccc(OC)c2)c2ccccc2n1 | -3.5 | -5 | -1 | 1 | -4 | 3 | -0.8 | -2 | 17 | 2
CCc1nnc(NC(=O)CCC(=O)N2CCN(C3c4ccccc4-c4ccccc43)CC2)s1 | 3.6 | -7 | -2 | 0 | -1 | 10 | 0.0 | -6 | -19 | 2
CCC(C)NC(=O)C1CCN(C(=O)COc2ccc3c4c(c(=O)oc3c2C)CCCC4)CC1 (stereo not drawn) | -4.2 | -2 | -2 | -5 | 11 | 0 | 1.1 | -1 | 21 | -2
Cc1ccnc(NC(=O)c2sc3ccccc3c2Cl)c1 | 0.7 | -2 | -1 | -1 | -1 | -6 | 0.0 | -1 | -3 | -3
CCCn1c(N)c(C(=O)CN(C)CC(=O)Nc2ccc(C)cc2)c(=O)[nH]c1=O | -0.7 | -17 | -5 | 5 | 0 | 2 | -0.4 | -7 | 4 | 6
COCCNC(=S)N(c1ccccc1)C(C)C | 1.8 | 1 | -5 | -3 | -2 | -2 | 1.2 | -1 | -9 | -6
O=C(Cn1c(SCC(=O)N2CCc3ccccc3C2)nc2ccccc21)NC1CCCC1 | · | · | 2 | 1 | -4 | 2 | 1.6 | 12 | · | ·
CN1C2=NCCN2C(=O)c2ccccc21 | -1.0 | -22 | 2 | -1 | -2 | 5 | 0.9 | -9 | 5 | -4
O=C(CN(C(=O)c1csnn1)c1ccccc1Cl)NCCc1ccccc1 | -0.1 | -1 | 0 | -3 | 6 | 0 | 1.2 | -2 | 0 | 0
COc1ccccc1NC(=S)N(Cc1ccco1)Cc1cc2ccc(C)c(C)c2[nH]c1=O | -2.5 | 14 | -9 | -3 | 2 | 6 | -1.9 | -29 | 13 | 2
Cc1noc(NS(=O)(=O)c2ccc(NC(=O)CC(C)C)cc2)c1C | -0.8 | 17 | -6 | -2 | -1 | 7 | -1.4 | -1 | 4 | -7
CCSC(=Nc1ccccc1)C1=C(O)COC1=O | -1.2 | -19 | -4 | 0 | 2 | -6 | 0.0 | -3 | 7 | -2
CCOC(=O)c1ccc(CSc2nncn2N)o1 | -1.8 | 11 | -5 | -6 | -6 | 3 | -1.4 | -11 | 11 | 1
O=C(CCNS(=O)(=O)c1cccc2nonc12)NCCc1ccc(Cl)cc1 | -2.1 | 10 | -4 | -3 | -1 | -1 | -0.4 | -4 | 11 | 0
O=C(NCCCN1CCOCC1)c1cn(-c2ccccc2)nc1-c1cccs1 | 0.5 | -3 | 3 | 5 | · | 1 | 0.8 | -1 | -2 | 4
O=[N+]([O-])c1ccc(S(=O)(=O)N2CCN(c3ccc(N4CCOCC4)nn3)CC2)cc1 | 2.6 | -5 | -1 | 1 | · | -9 | 0.8 | -6 | -16 | 4
COc1ccc(OC)c(CCNC(=O)CS(=O)(=O)Cc2nc(-c3ccccc3C)oc2C)c1 | 0.0 | 5 | -1 | -1 | -3 | -6 | -0.1 | 5 | 0 | -3
C=CCNC(=O)c1onc(CSc2cccc3ccccc23)c1C(=O)O | -3.7 | -16 | -2 | 1 | -3 | -4 | 1.7 | 6 | 22 | 5
O=C1Nc2ccc(S(=O)(=O)NCc3ccccn3)c3cccc1c23 | -3.0 | -18 | 1 | 5 | -1 | -5 | 0.4 | -10 | 16 | 0
O=C(Nc1sc2c(c1C(=O)O)CCC2)C(=O)N1CCOCC1 | -2.6 | -15 | -9 | 0 | -4 | -2 | 3.2 | -2 | 14 | -1
O=C(CSc1nnc(NC(=O)c2ccco2)s1)Nc1ccc2c(c1)OCCO2 | -1.3 | -10 | 7 | 0 | -2 | 0 | 2.3 | -9 | 6 | 4
CC(C)(C)c1ccc(C(=O)NCCOc2ccccc2)cc1 | 1.5 | -3 | -1 | 4 | -2 | -2 | 0.9 | -2 | -8 | 1
COc1cc(OC)cc(C(=O)NNC(=O)Cc2ccc(OC)c(S(=O)(=O)N3CCOCC3)c2)c1 | -3.1 | -9 | 3 | 2 | -5 | -3 | 2.7 | -3 | 18 | 3

3 records picked at random from those above:
SMILES | MOR-DOR ag | HTR5A inv ctr | Keap1-Nrf2 PPI | V-ATPase pHluor | CAL-PDZ inh HTS | cardiac RTF act | LANA DNA inh | RTF Ca sens inh | OPRM1-OPRD1 inv | HTR5A ag ctr
O=C(Cn1c(SCC(=O)N2CCc3ccccc3C2)nc2ccccc21)NC1CCCC1 | · | · | 2 | 1 | -4 | 2 | 1.6 | 12 | · | ·
COc1ccccc1NC(=S)N(Cc1ccco1)Cc1cc2ccc(C)c(C)c2[nH]c1=O | -2.5 | 14 | -9 | -3 | 2 | 6 | -1.9 | -29 | 13 | 2
CCC(=O)Nc1nc2ccc(S(C)(=O)=O)cc2s1 | -2.0 | 0 | -4 | -1 | -2 | -6 | 0.1 | 0 | 10 | 3

Further compounds
SMILES | MOR-DOR ag | HTR5A inv ctr | Keap1-Nrf2 PPI | V-ATPase pHluor | CAL-PDZ inh HTS | cardiac RTF act | LANA DNA inh | RTF Ca sens inh | OPRM1-OPRD1 inv | HTR5A ag ctr
COc1ccc(-c2noc(C3CCCN(C(=O)c4ccccc4OC)C3)n2)cc1OC (stereo not drawn) | -0.3 | -2 | -2 | 7 | 8 | -4 | 0.7 | -6 | 2 | 7
COc1ccccc1N1CCN(S(=O)(=O)CCNC(=O)c2ccc(Br)o2)CC1 | -1.9 | 21 | -5 | 2 | -6 | -1 | 0.2 | -3 | 10 | 4
CCOc1cc(/C=N/NC(=O)CSc2cccc3cccnc23)ccc1O | -4.7 | 27 | -4 | -1 | -2 | 12 | -1.0 | -3 | 22 | 0
Cc1cc(O)c(/C=N/Nc2cccc(Cl)c2)c(=O)o1 | -3.8 | -3 | -5 | 1 | -5 | 6 | 5.0 | -3 | 19 | 1
Cc1ccc(NC(=O)CNC(=O)c2ccco2)nc1 | -2.8 | -3 | 1 | -5 | 1 | -2 | -0.9 | -1 | 9 | -2
Cc1nn(-c2ccc([N+](=O)[O-])cc2)c2c1C(c1ccc(OC(F)F)cc1)N1C(=N2)C(=O)Nc2ccccc21 (stereo not drawn) | 0.2 | -25 | 3 | -3 | 0 | 0 | -1.2 | -7 | -1 | 4
COc1ccccc1C(=O)Nc1nnc(-c2ccc(Cl)cc2)o1 | -2.0 | 4 | -3 | 6 | · | 1 | -0.2 | -9 | 11 | -2
CCCCNC(=O)/C(C#N)=C/c1ccc(F)cc1F | 1.3 | -17 | -5 | 4 | 4 | 1 | -1.4 | 0 | -7 | 6
COc1ccccc1-c1c(C)nn2c(N3CCCCCC3)cc(C)nc12 | 5.0 | -20 | -8 | · | · | 7 | -1.2 | -2 | -30 | 7
